CHRM4 PAM: positive allosteric modulators of human muscarinic M4 receptor; P08173; CHO-K1 hM4/Gqi5, Fluo-8 calcium fluorescence, ACh EC20; 0% = ACh EC20, 100% = maximal ACh; activation, % at 3 µM; 0.4% of 360,000 active;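 active = activation above its plate's cutoff, the mean activation of sample wells plus 3 SD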; note: some results filed as inactive read as strong as hits
CRFBP-R2 agonist: agonists of human CRF-binding protein/CRF-R2 receptor complex | activation, % at 13.2 µM | AID 588473 | 0.46% of 350,000 active | HEK293 CRF-R2/CRF-BP, calcium dye fluorescence (FLIPR); percent of saturating CRF peptide response;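 active = activation of at least 50%, plus an integration ratio under a set limit after plate pattern correction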;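 note: plate controls were neutral control wells without compound for no effect and CRF at EC100 for full effect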
CHRM5 antagonist: blocks acetylcholine activation of human M5 receptor. inhibition, % at 3 µM. 0.59% of 360,000 active. P08912. CHO-hM5 cells, Fluo-8 calcium fluorescence, ACh EC80. AID 624040;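 active = inhibition above a per-plate cutoff, the mean of that plate's test compounds plus 3 SD, cut at about 27% in these data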;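 note: 0% = acetylcholine EC80 with DMSO and 100% = DMSO without agonist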
CHRM4 agonist: CHRM4 agonism in calcium assay | CHO-K1 hM4/Gqi5, Fluo-8 calcium fluorescence; vehicle 0%, full acetylcholine response 100% | activation, % at 3 µM | 0.14% of 360,000 active | AID 624127;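 active = activation above the run mean over all test wells plus 3 SD, cut at about 32% in these data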;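 note: peak over basal fluorescence ratio per well then scaled between controls; 0% = DMSO wells and 100% = acetylcholine at EC100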
IDE cell inh: inhibits human insulin-degrading enzyme in HEK cells | P14735 | FAbetaB cleavage, fluorescence polarization | inhibition, % at 5.59 µM | 0.41% of 320,000 active | AID 434962;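 active = percent inhibition above the average of all tested compounds plus 3 SD, set per screening campaign, cut at about 16% in these data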;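 note: IDE supplied by intact live HEK cells; FP after avidin binding of uncleaved biotin substrate so inhibition keeps polarization high; 0% = DMSO wells and 100% = 60 µM reference IDE inhibitor Ii1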
Target sequence (P14735 whole entry, looked up): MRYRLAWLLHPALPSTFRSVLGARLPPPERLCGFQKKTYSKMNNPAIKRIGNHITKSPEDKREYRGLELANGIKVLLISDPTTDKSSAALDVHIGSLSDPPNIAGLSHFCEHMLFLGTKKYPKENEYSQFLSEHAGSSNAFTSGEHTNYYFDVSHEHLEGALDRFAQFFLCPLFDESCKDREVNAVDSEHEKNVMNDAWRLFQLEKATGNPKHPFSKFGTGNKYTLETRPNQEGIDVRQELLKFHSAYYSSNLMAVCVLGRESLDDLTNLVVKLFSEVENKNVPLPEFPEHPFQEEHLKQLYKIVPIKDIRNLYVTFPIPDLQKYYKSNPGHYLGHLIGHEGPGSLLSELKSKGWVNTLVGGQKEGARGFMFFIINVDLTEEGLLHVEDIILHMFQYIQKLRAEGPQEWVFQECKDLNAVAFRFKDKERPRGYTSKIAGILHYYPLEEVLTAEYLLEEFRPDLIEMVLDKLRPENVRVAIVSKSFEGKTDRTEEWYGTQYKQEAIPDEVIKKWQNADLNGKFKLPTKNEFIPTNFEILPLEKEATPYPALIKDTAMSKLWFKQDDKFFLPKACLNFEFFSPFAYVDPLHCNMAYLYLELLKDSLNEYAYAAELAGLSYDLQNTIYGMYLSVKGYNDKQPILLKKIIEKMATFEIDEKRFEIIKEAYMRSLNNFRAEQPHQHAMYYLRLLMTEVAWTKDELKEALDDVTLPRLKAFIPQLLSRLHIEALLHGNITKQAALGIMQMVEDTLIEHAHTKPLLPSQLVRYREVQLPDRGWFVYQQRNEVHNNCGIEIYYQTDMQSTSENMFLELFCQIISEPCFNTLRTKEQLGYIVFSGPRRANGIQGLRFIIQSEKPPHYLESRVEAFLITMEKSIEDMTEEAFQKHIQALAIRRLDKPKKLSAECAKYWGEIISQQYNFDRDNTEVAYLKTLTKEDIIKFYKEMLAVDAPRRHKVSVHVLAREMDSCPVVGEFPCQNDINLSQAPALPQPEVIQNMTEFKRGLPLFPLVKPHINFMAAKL
CRFR2-BP antag: CRF-BP/CRF-R2 complex antagonism | HEK293 CRF-R2/CRF-BP, CRF-induced calcium fluorescence | inhibition, % at 11.8 µM | 0.59% of 350,000 active | AID 588475;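 active = inhibition of the ligand-induced calcium signal above about 50% at the single tested concentration, limit read from the data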
M5 PAM: positive allosteric modulators of human muscarinic M5 receptor | P08912 | CHO-K1 hM5, Fluo-8 calcium, ACh EC20 PAM; 0% = ACh EC20, 100% = ACh EC100 | activation, % at 3 µM | 0.3% of 360,000 active | AID 624038;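 active = activation above the run cutoff, the mean activation of all test compounds plus 3 SD, cut at about 18% in these data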
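System – CHO-K1 hM5 cells · Compound – 3 µM, single dose · Incubation – compound preincubation 140 s before EC20 acetylcholine addition · Technique – Fluo-8 calcium fluorescence · Measure – Max/basal fluorescence ratio as % of EC20–EC100 ACh window · Benchmarks – low control EC20 acetylcholine (0%), high control EC100 acetylcholine (100%) · Replication – singlicate, one well per test compound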
CHRM5 agonist: CHRM5 agonism in calcium assay; CHO-K1 hM5 cells, Fluo-8 calcium fluorescence; 0% DMSO wells, 100% maximal acetylcholine response; 0.19% of 360,000 active; activation, % at 3 µM; AID 624037;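 active = activation above the run's mean over test compounds plus 3 SD, cut at about 23% in these data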;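 note: signal is peak over basal fluorescence ratio across the kinetic read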
M4 antag: antagonists of human muscarinic M4 receptor (CHRM4) | CHO-hM4 cells, ACh EC80, Fluo-8 calcium fluorescence | inhibition, % at 3 µM | P08173 | 0.73% of 360,000 active;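 active = inhibition above its plate's cutoff, the mean inhibition of sample wells plus 3 SD, cut at about 27% in these data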;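 note: 0% = acetylcholine EC80 with DMSO and 100% = DMSO without agonist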
* hit, by the source's call; . = not tested or not shown. An unsorted share of the library; overall some 2.9% were active at least once.

CHRM4 PAM	CRFBP-R2 agonist	CHRM5 antagonist	CHRM4 agonist	IDE cell inh	CRFR2-BP antag	M5 PAM	CHRM5 agonist	M4 antag	canonical_smiles
12	-2.7	4	2	-3	15	1	-6	0	O=C(CSc1nccn1Cc1ccco1)Nc1cccc(F)c1
-2	-2.5	2	1	3	17	0	-2	-8	COc1cccc(OC(C)c2ccnc3nc(/N=C/N(C)C)nn23)c1 (configuration not stated)
12	-0.3	3	1	10	4	-5	0	-2	S=c1[nH]nc(-c2cccnc2)o1
-8	0.4	3	11	6	-14	0	5	-4	CCCCC(C(=O)NC1CCCC1)N(Cc1ccccc1)C(=O)c1snc(C(N)=O)c1N (configuration not stated)
-3	0.2	8	1	3	-8	1	-1	10	COc1ccc(OCC(=O)Nc2nccs2)cc1
18	-0.5	-4	-1	6	-16	3	0	-5	Cc1onc(-c2ccccc2)c1C(=O)Oc1cccnc1
5	-1.4	5	0	.	1	-2	-1	-8	CN1CCCC1=Nc1ccccc1
-2	-0.1	-2	1	3	2	4	7	-3	COc1cc(CN2CCN(S(=O)(=O)c3ccccc3)CC2)cc(OC)c1OC
13	-0.8	0	1	3	-6	2	-4	-3	CC(C)n1c(SCc2ccc(Cl)cc2)nc2c1c(=O)[nH]c(=O)n2C
9	0.2	-2	0	3	0	4	-1	-18	COC(=O)c1cc(Cl)c(NC(=O)C(C)C)cc1OC
6	8.7	-1	0	-1	4	-2	-2	-10	O=C(c1cnn(-c2nc3ccccc3s2)c1)c1ccccc1O
-2	2.6	-3	13	-2	-3	-8	9	-11	COc1ccc(CNC(=O)c2nnn(Cc3ccc(OC)cc3)c2N)cc1
-2	-0.5	2	2	5	22	-1	-6	-6	CCN(CC(=O)NCc1cccs1)C(=O)/C=C/c1cccc(Cl)c1Cl
-1	-0.9	4	4	5	-27	-6	1	7	CCN(CC(=O)NCc1ccc(F)cc1)C(=O)COc1ccc2ccccc2c1
6	2.1	-8	0	3	-14	2	-1	1	Cn1c(SCC(=O)Nc2ccc(Br)cc2F)nnc1-c1ccco1
-1	0.1	12	0	-4	1	-3	-3	13	CCOC(=O)[C@H]1[C@H]2COc3ccc(Br)cc3[C@@H]2N2C(=O)N(c3ccccc3)C(=O)[C@@]12C
-7	3.3	-4	4	.	-16	-4	-3	-2	O=C(NCC(c1ccco1)N1CCCCC1)c1cccc(S(=O)(=O)Nc2ccc(F)cc2)c1 (configuration not stated)
-2	-2.5	1	1	-8	9	-4	-5	9	CC1CN(S(=O)(=O)c2ccc(C(=O)Nc3nnc(-c4ccccn4)o3)cc2)CC(C)O1 (configuration not stated)
-2	0.4	-1	1	1	18	1	1	-1	Cc1occc1C(=O)NNC(=S)Nc1cccc([N+](=O)[O-])c1
6	-4.1	13	4	2	5	-5	1	-1	Cc1ccc(C(C)NC(=O)CSc2ccc(S(=O)(=O)N3CCOCC3)cn2)cc1C (configuration not stated)
2	2.0	8	0	-1	-2	8	-6	-5	CN(C)C1CCN(Cc2cc(COCc3ccccc3)c3cccnc3c2O)C1 (configuration not stated)
0	-0.6	-6	3	5	-10	-2	6	-8	COc1cc(CNc2ccc3[nH]c(=O)[nH]c3c2)ccc1OCc1ccc(F)cc1
4	-0.2	-2	1	12	-20	4	-4	0	O=C(CN1CCCCCC1)N/N=C/c1cccc(Cl)c1Cl
0	2.1	-9	1	3	10	2	-1	-5	CN(C(=O)c1cccc(N2C(=O)C3C4C=CC(C4)C3C2=O)c1)C1CCCCC1 (configuration not stated)
16	.	0	1	.	.	-1	1	-14	CC(C)(C)c1ccc(S(=O)(=O)NC(=O)C2(C)CCN2C(=O)CC2CCCCC2)cc1 (configuration not stated)

Additional records follow:
CHRM4 PAM	CRFBP-R2 agonist	CHRM5 antagonist	CHRM4 agonist	IDE cell inh	CRFR2-BP antag	M5 PAM	CHRM5 agonist	M4 antag	canonical_smiles
-6	-1.2	-2	0	2	26	-3	1	16	COc1ccc(NC(=O)C(CCS(C)(=O)=O)N2C(=O)c3ccccc3C2=O)cc1 (configuration not stated)
-6	.	9	14	.	.	-11	5	-4	COc1ccccc1-c1noc2c1C(=O)N(Cc1cn(-c3ccc(Cl)cc3)nn1)CC2
-2	-0.1	-2	6	2	10	-7	-2	-1	CS(=O)(=O)N(Cc1ccccc1)c1ccc(C(=O)N2CCc3ccccc3C2)cc1
2	1.1	-1	0	-12	-3	2	0	2	CC12CCC(C(=O)N(CC(O)CN3CCCCC3)C1=O)C2(C)C (configuration not stated)
-3	0.0	-3	0	9	26	-2	-6	5	C/C(=C\C(=O)c1ccc(Cl)cc1)Nc1ccc(Br)cc1
3	4.6	7	0	.	2	-3	1	-3	COc1ccc(CNC(=O)O[C@H]2Cn3c(=O)ccc(=O)n3[C@@H]3CN(S(=O)(=O)c4ccc(C)cc4)C[C@]23O)cc1OC
-3	-0.3	0	0	-3	-12	6	1	-13	CC(C)NC(=O)NNC(=O)c1nn(-c2ccc(F)cc2)ccc1=O
-3	-2.3	26	1	.	5	-10	0	-7	CC1CCCCC1=NNC(=O)c1ccccc1 (configuration not stated)
-6	.	-7	3	.	.	-24	-6	-2	CCCCn1nnnc1C(c1cc2ccccc2o1)N1CCN(c2ccncc2)CC1 (configuration not stated)
3	0.9	16	3	8	10	-8	-6	-7	O=C(CP(=O)(c1ccccc1)c1ccccc1)Nc1cccc(CP(=O)(c2ccccc2)c2ccccc2)c1
-4	0.7	-1	0	7	-8	-1	1	2	Cc1nnc2ccc(N3CCOCC3)nn12
1	-0.7	-1	2	-1	-15	0	-1	-6	CC(C)(C)SCCNC(=O)CN(c1ccc(F)c(Cl)c1)S(C)(=O)=O
7	-1.9	7	2	5	15	-9	-3	10	Clc1ccc2nc(SCc3nnc(-c4ccccc4)o3)[nH]c2c1
-1	-2.6	-6	2	4	8	-2	-1	-2	C/C(CC(=O)Nc1ccc(N(C)C)cc1)=N\NC(=O)c1ccccn1
-5	6.1	2	1	.	18	1	-2	-3	CCCN1CCN(CCNC(=O)Nc2ccccc2Cl)CC1
-2	-2.7	1	6	10	-5	-7	2	-5	C/C(CC(=O)Nc1cccnc1)=N\NC(=O)C(=O)Nc1cccc(C)c1
24*	-4.4	-6	12	6	21	-8	1	-25	CCOC(=O)N1CCN(C(=O)c2cc3c(s2)-c2ccccc2OC3)CC1
13	-1.2	-1	1	3	-21	5	0	3	CN1C2CCC1/C(=C\c1ccccc1F)C(=O)/C2=C/c1ccccc1F
-4	-1.6	11	3	0	-3	-7	-4	-4	Cc1nc(-c2ccccn2)nc(SCC(=O)c2ccc(F)cc2)c1Cl
8	0.5	-6	1	-5	-16	2	-1	7	CCOC(=O)C1=C(C)N=c2s/c(=C3/C(=O)Nc4ccccc43)c(=O)n2C1c1ccc(C)cc1 (configuration not stated)
6	1.0	-1	2	1	4	-5	0	0	COc1ccc(C(OC(=O)c2ccco2)C(=O)NCC2CCCO2)cc1 (configuration not stated)
3	3.2	3	0	3	0	6	-2	-4	CC(C)=N/N=C(\N)SCc1ccccc1
-13	22	12	16	9	-53	-19	26*	-13	COc1ccccc1N1CCN(C(=O)c2cccc3c(=O)c(C)c(-c4ccccc4)oc23)CC1
-7	0.4	10	-1	10	21	-6	-2	12	COc1ccc(C(=O)ON=C2CCN(c3ccc([N+](=O)[O-])cc3)CC2)cc1
-2	1.5	0	1	3	-8	-3	0	-2	CCn1c(SCC(=O)NC(C)(C)C)nnc1-c1ccccn1

Next part
CHRM4 PAM	CRFBP-R2 agonist	CHRM5 antagonist	CHRM4 agonist	IDE cell inh	CRFR2-BP antag	M5 PAM	CHRM5 agonist	M4 antag	canonical_smiles
7	1.7	-2	0	-4	14	-2	-10	-2	CC(C)(C)OC(=O)C1C(=O)CC(C)(O)C(C(=O)OC(C)(C)C)C1c1cccnc1 (configuration not stated)
-1	-0.4	3	3	-1	7	-7	-11	-3	Cc1ccc(S(=O)(=O)N2CCN(C(=O)CSc3nnc(C)c(=O)[nH]3)CC2)cc1
4	1.3	2	5	-1	-7	-2	-1	-20	O=[N+]([O-])c1ccc(OCc2cnc(Cl)s2)c([N+](=O)[O-])c1
-11	-2.6	18	2	8	0	-13	-5	-2	c1ccc(-c2oc3ncnc(NCCCN4CCOCC4)c3c2-c2ccccc2)cc1
-8	-0.4	-7	8	-3	-5	4	-1	-1	CC(C)c1cc(N=NC(N)=O)cc(C(C)C)c1O
3	0.2	7	3	-5	22	-3	-6	-4	O=C(NC1CCSc2ccccc21)c1c(F)cccc1Cl (configuration not stated)
-5	-4.5	3	4	4	26	-4	1	6	COc1ccccc1C(=O)N/C(=C\c1ccc(Br)cc1)C(=O)NCCCO
-9	1.6	13	1	-2	0	-10	-2	0	CC1(C)S[C@@H]2[C@H](NC(=O)COc3ccccc3)C(=O)N2C1C(=O)OCC1CCCCC1 (some centres not stated)
-7	-0.7	14	0	0	2	-18	-9	-3	COc1ccc(Nc2ccccc2N)cc1
-3	-0.2	0	6	3	-4	-3	3	-8	O=C(Nc1ccc(N2CCN(C(=O)c3ccco3)CC2)cc1)c1ccc2c(c1)OCO2
-28	-0.1	12	13	1	5	-12	1	11	CC(=O)N1c2ccccc2C(CBr)=CC1(C)C
-10	0.8	20	7	14	0	-7	0	14	O=S(=O)(c1cccc(Br)c1)N1CCN(c2ccnc3cc(Cl)ccc23)CC1
-11	-1.0	7	1	7	-5	-10	-3	-1	C1CC(CN2CCOCC2)CN(Cc2nc(CC3CC3)no2)C1 (configuration not stated)
2	3.5	6	6	-5	57*	0	-5	-12	CCOc1ccc(/C=N/NC(=O)CN2CCCCCCC2)cc1
2	-0.1	9	2	-1	9	6	1	17	COc1cc2cc(CCOC(=O)N3CCCCC3)oc(=O)c2cc1OC
2	2.3	-9	3	9	-8	-2	-1	-11	COc1ccc(NC(=O)c2ccco2)cc1NC(=O)c1c(F)c(F)c(OC)c(F)c1F
-7	-1.5	6	14	-1	13	-17	5	-5	N#C/C(=C/c1ccc(Sc2nc3ccccc3[nH]2)o1)c1ccccc1F
-5	0.5	4	4	-3	8	-5	-6	-9	O=C(CN1C(=O)COc2ccc(Cl)cc21)Nc1ccc(N2CCOCC2)cc1
4	-3.9	4	0	1	-13	-5	-1	-2	CC12CCC(=O)N1C(C(=O)Nc1cc(Cl)ccc1N1CCCC1)CS2 (configuration not stated)
0	.	-7	1	.	.	6	3	-3	O=S1(=O)C[C@@H](N2CCC[C@@H]2CO)[C@H](COCc2ccccc2)N1
-3	2.7	0	0	-9	9	-1	-1	-5	Cc1nc(CS(=O)c2ccc(Cl)cc2)cc(N2CCOCC2)n1 (configuration not stated)

Four records picked at random from the list so far:
CHRM4 PAM	CRFBP-R2 agonist	CHRM5 antagonist	CHRM4 agonist	IDE cell inh	CRFR2-BP antag	M5 PAM	CHRM5 agonist	M4 antag	canonical_smiles
-2	-2.7	1	6	10	-5	-7	2	-5	C/C(CC(=O)Nc1cccnc1)=N\NC(=O)C(=O)Nc1cccc(C)c1
-4	-1.6	11	3	0	-3	-7	-4	-4	Cc1nc(-c2ccccn2)nc(SCC(=O)c2ccc(F)cc2)c1Cl
-3	-0.3	0	0	-3	-12	6	1	-13	CC(C)NC(=O)NNC(=O)c1nn(-c2ccc(F)cc2)ccc1=O
-2	2.6	-3	13	-2	-3	-8	9	-11	COc1ccc(CNC(=O)c2nnn(Cc3ccc(OC)cc3)c2N)cc1
